EPAC2 antagonist = antagonists of human EPAC2 | Potency, µM (highest dose often 114 µM), for the others: at the top dose activity, negative = inhibition, hits mostly inhibitors | 0.18% of 360,000 active | EPAC2 GEF exchange of Rap1B-BODIPY-GDP, fluorescence | Q8WZA2; further: potency means the concentration at half of the fitted maximal effect; on the % scale 0 is the no-effect control and ±100 the full control effect; nearly all actives have a fitted effect of over 45% in size; many of its hits are not listed in these tables
EPAC1 antagonist = EPAC1 (human) antagonism; EPAC1 GEF assay, Rap1b-BODIPY-GDP exchange fluorescence; 0.14% of 360,000 active; O95398; Potency, µM (doses to about 115 µM), inactives show top-dose activity change, negative = inhibition, most hits filed as inhibitors;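 further: potency means the concentration at half of the fitted maximal effect; plate controls were vehicle for no effect and positive control for full effect; nearly all actives have a fitted effect of over 50% in size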
WRN helicase inh = WRN helicase (human) inhibition. Potency, µM (top dose mostly 114 µM), for inactives: top-dose activity change, negative = inhibition, actives largely listed as inhibitors. 0.46% of 360,000 active. WRN helicase unwinding, fluorescent forked duplex, kinetic. AID 651768; further: potency means the concentration at half of the fitted maximal effect; on the % scale 0 is the no-effect control and ±100 the full control effect; nearly all actives have a fitted effect of over 55% in size
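Fluorescence dequenching readout, ex 525 nm/em 598 nm, kinetic mode: forked duplex DNA (100 nM final) with adjacent fluorophore and quencher unwound by WRN (20 nM final) with 2 mM ATP. Compound preincubation 15 min, room temperature.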
MmCpn inh = M. maripaludis TRiC chaperonin inhibition | AID 504842 | Potency, µM (doses to about 76.9 µM), without a hit: at the highest dose activity, negative = inhibition, most hits filed as inhibitors | purified Mm-Cpn ATPase, ADP Transcreener TR-FRET | 0.031% of 330,000 active; further: potency means the concentration at half of the fitted maximal effect; on the % scale 0 is the no-effect control and ±100 the full control effect; nearly all actives have a fitted effect of over 80% in size
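ATPase read-out: TR-FRET ADP immunoassay (anti-ADP Eu cryptate vs ADP-d2), ex 320 nm, em 590/665 nm; signal drops as ADP forms. Enzyme 25 nM, ATP 10 uM, 30 min at 37°C after 10 min compound preincubation.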
EPAC1 ag = agonists of human EPAC1; O95398; EPAC1 agonist qHTS, biochemical assay; response scale: 100% = response to 6.5 mM cAMP; Potency, µM (top dose mostly 154 µM), for inactives: at the top dose activation, hits mostly activators; 0.073% of 360,000 active; AID 720707; further: potency means the concentration at half of the fitted maximal effect; nearly all actives have a fitted effect of over 60% in size
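EPAC1 100 nM, Rap1B–BODIPY-GDP 250 nM, unlabeled GDP 50 uM; compound titration; 5 min RT; kinetic read ex480/em540 at 5-min intervals ×30 min; data normalized to 6.5 mM cAMP agonist control.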
PI5P4Ka inh = PI5P4K alpha (human) kinase inhibition; AID 652105; 1.2% of 330,000 active; P48426; PI5P4Kalpha enzyme, ADP-Glo luminescence, 60 min; active compounds read low; max response, %; active means max response of -50% or lower; inconclusive means between -30% and -50%; inactive means -30% or higher; further: value at the top dose of about 77 µM; on the % scale 0 is the no-effect control and ±100 the full control effect
Target sequence (P48426 whole entry, looked up): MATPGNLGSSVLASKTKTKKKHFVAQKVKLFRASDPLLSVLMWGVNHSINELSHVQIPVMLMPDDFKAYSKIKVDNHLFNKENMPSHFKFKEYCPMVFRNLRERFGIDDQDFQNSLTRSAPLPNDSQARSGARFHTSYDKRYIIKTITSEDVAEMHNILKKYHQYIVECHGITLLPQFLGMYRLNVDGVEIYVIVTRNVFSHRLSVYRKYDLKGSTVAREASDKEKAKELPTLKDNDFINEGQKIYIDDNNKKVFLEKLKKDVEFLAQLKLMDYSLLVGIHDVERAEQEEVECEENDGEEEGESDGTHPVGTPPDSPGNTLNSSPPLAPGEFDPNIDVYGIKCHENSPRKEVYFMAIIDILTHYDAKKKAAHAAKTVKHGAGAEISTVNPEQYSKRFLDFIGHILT
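Controls without substrate or without enzyme flank wells where PI5P4Kalpha converts substrate using 5 microM ATP (final). Incubation lasts 60 minutes at room temperature; ADP formed is read by ADP-Glo luminescence.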
PLK1 PBD inh = PLK1 (human) polo-box domain binding inhibition | Plk1 PBD binding of FITC phosphopeptide, fluorescence polarization | Potency, µM, for inactives: max response, negative = inhibition, hits mostly inhibitors | 2.8% of 360,000 active | AID 720504; further: potency means the concentration at half of the fitted maximal effect; series mostly up to about 57 µM; on the % scale 0 is the no-effect control and ±100 the full control effect; nearly all actives have a fitted effect of over 65% in size
Target sequence (P53350 whole entry, looked up, the tested form may be a part): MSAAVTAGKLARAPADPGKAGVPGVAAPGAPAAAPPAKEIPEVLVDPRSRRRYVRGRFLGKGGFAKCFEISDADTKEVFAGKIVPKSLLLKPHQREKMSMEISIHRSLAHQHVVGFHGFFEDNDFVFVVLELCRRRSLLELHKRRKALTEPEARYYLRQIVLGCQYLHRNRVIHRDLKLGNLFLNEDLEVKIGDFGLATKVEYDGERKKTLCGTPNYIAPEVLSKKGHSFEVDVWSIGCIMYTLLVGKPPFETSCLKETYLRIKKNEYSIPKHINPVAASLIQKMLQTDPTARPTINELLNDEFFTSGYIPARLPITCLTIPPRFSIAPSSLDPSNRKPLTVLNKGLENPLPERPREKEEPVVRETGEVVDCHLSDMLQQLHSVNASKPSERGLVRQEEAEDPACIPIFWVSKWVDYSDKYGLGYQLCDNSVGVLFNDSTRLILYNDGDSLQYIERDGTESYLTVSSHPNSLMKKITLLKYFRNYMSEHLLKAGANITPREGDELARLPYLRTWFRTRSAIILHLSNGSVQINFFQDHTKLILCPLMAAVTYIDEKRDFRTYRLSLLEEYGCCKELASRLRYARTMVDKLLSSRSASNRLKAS
CCT chaperon mod = changes cytosolic chaperonin activity | purified chaperonin ATPase assay, HTRF ADP detection, 30 min | activity change, % (test concentration not listed), hits read low | 0.3% of 360,000 active | AID 651819; in the data active means activity change below about -30%; further: on the % scale 0 is the no-effect control and ±100 the full control effect
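Enzyme 40 or 20 nM (batch-dependent) in Tris pH 7.4/KCl/MgCl2/DTT; cpd 76 uM single point; ATP 10 uM; 30 min 37 °C; Transcreener ADP HTRF detection, 30 min RT; ratio 665/615.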
* = called active by the depositor; ? = inconclusive; / = not tested or not shown; [ ] = remark or other dose. Unless noted, the call rests on the fitted dose curve; in most records, active means well fitted curve in the direction sought with a large enough effect; inconclusive means small, poorly fitted or top-dose-only effect, or another doubt; inactive means no such curve, though single readings can be large; an effect the other way counts as inactive or inconclusive. Not all compounds are listed (hit frequency here may not be typical).

SMILES	EPAC2 antagonist	EPAC1 antagonist	WRN helicase inh	MmCpn inh	EPAC1 ag	PI5P4Ka inh	PLK1 PBD inh	CCT chaperon mod
CCC(=O)Nc1ccccc1C(=O)OCc1ccc(C(=O)c2ccccc2)cc1	-5%	0%	-16%	-3%	15%	/	-1%	1.3
Cc1csc(SCC(=O)Nc2cccc3nsnc23)n1	-7%	-18%	-24%	0%	-5%	5	?	2.2
O=C(CSc1n[nH]c(=O)[nH]c1=O)N/N=C/C=C/c1ccccc1	2%	-12%	-1%	-3%	4%	-12	-2%	1.2
CCN(CC(=O)Nc1ccc2c(c1)OCO2)CC(=O)Nc1ccccc1C(F)(F)F	4%	-2%	5%	-1%	4%	2	-9%	-0.3
CC(C)CCCNc1nc(N2CCOCC2)nc(N2CCOCC2)n1	-6%	4%	3%	-5%	-11%	-3	-12%	0.0
COCCNC(=O)c1cc(S(=O)(=O)N2CCCCC2)ccc1N1CCOCC1	5%	1%	2%	0%	-4%	8	-7%	-3.3
COc1ccc(C(=O)NNC(=S)NC(=O)c2ccc(Cl)cc2)cc1	2%	7%	4%	/	-8%	-12	-6%	0.0
Cc1ccc(/S(C)=N/S(=O)(=O)c2ccc(C)cc2)cc1 (centres undefined)	2%	-11%	-1%	0%	5%	-4	1%	-2.0
COc1ccc(NC(=O)CCNC(=O)c2ccccc2)cc1S(N)(=O)=O	-10%	3%	6%	-1%	8%	3	2%	-2.3
CC(C)c1onc(C(=O)N2C(C)CCCC2C)c1[N+](=O)[O-] (centres undefined)	8%	-1%	-26%	0%	12%	-3	-2%	-5.3
O=C(NCc1ccc(Cl)cc1)C1CCC(CNc2c(N3CCCCC3)c(=O)c2=O)CC1 (centres undefined)	2%	5%	-3%	-3%	3%	0	-5%	-2.9
Cc1ccc(NC(=O)C2OCCc3ccccc32)cc1Cl (centres undefined)	-15%	-18%	3%	3%	19%	9	-4%	-1.7
O=c1[nH]c(CN2CCCC2)nc2sc3c(c12)CCC3	0%	-12%	-11%	-5%	3%	-9	-8%	1.7
COc1ccccc1C(=O)Nc1ccc(OC(C)C(=O)N2CCOCC2)cc1 (centres undefined)	1%	8%	-3%	-21%	-2%	1	4%	2.0
O=C(NCCc1ccc(F)cc1)c1ccc2nccnc2c1	12%	10%	-4%	0%	-5%	-25	-2%	-5.9
CC(C)c1ccc(NC(=S)N2CCN(S(=O)(=O)c3ccccc3)CC2)cc1	-7%	-20%	-3%	0%	5%	1	-1%	1.9
COc1ccc(C(=O)Nc2nnc(C(F)(F)F)s2)cc1	15%	7%	1%	-7%	-14%	-1	27µM*	0.8
O=C(c1ccc2c(c1)CCC2)N1CCN(Cc2c(F)cccc2Cl)CC1	-12%	7%	-4%	/	10%	1	-5%	0.8
Cc1nn(C)c(C(=O)Nc2cccc(CN3CCOCC3)c2)c1Br	0%	-12%	-12%	1%	-1%	-6	-2%	-0.2
Cc1cc(C)c(C)c(S(=O)(=O)NCc2ccc(C(=O)N3CCCC3)cc2)c1C	-4%	-15%	6%	1%	-7%	3	-8%	-1.4
Cc1cc2ncc(-c3cccs3)nc2cc1C	0%	-2%	5%	-25%	0%	-1	-14%	-2.5
C=CCNC(=S)NNC(=O)c1cc(O)ccc1O	-6%	?	-7%	-8%	-2%	7	-25%	-3.7
NC(=O)CSc1nnc2sc3ccccc3n12	14%	9%	6%	0%	0%	-4	-3%	1.0
O=C(N/N=C/c1ccc(OCC(=O)N2CCOCC2)cc1)c1ccccc1Cl	4%	-19%	4%[57.1 µM]	-1%	-8%	5	-6%	-4.8
COc1ccc(C(=O)COc2ccc(NC(C)=O)cc2)cc1	-2%	2%	-2%[57.1 µM]	-1%	2%	/	-6%	-1.6
Cc1nc2scc(C)n2c(=O)c1S(=O)(=O)NCc1ccccc1Cl	-8%	2%	-3%	1%	17%	1	-13%	-2.7
COc1ccccc1C(=O)NCCC(=O)NC1CCCC(C)C1C (centres undefined)	-4%	-9%	-12%	-1%	30%	2	-6%	2.9
COc1ccc(N2CCN(S(=O)(=O)CCNC(=O)c3ccc4c(c3)OCO4)CC2)cc1	-4%	-3%	-10%	1%	10%	-3	-5%	0.0
O=C(CCN1C(=O)C2C3C=CC(C3)C2C1=O)Nc1ccccc1F (centres undefined)	9%	3%	4%	-2%	3%	-4	0%	1.3
Cc1occc1C(=O)N/N=C/c1cnn(C)c1C	2%	7%	1%	2%	-8%	/	-3%	0.6
COc1cccc(CNc2nccs2)c1O	1%	-1%	-1%	1%	4%	7	1%	-1.0
COc1ccc(OC)c(N(CC(=O)Nc2cccc(C(F)(F)F)c2)S(C)(=O)=O)c1	-6%	-27%	-5%	1%	2%	-5	-16%	0.8
Cc1cccc(/C=C2\CS/C(=C\c3cccc(C)c3)C2=O)c1	-1%	-20%	-7%	1%	0%	3	-19%	-3.1
O=C(OCc1cccc([N+](=O)[O-])c1)c1ccc2ccccc2n1	-10%	-21%	4%	-10%	10%	9	-4%	1.2
CCN(CC)S(=O)(=O)c1ccc(-c2nnc(SCC(=O)Nc3nnc(C)s3)n2CC)cc1	-4%	-13%	-10%	-1%	2%	3	-4%	2.4
COc1ccc(CN2CCN(C(=O)Cn3nc(C(=O)O)c4ccccc4c3=O)CC2)cc1F	5%	-11%	7%	2%	10%	-4	-6%	-3.3
CCOC(=O)C1CCN(C(=O)C2CCN(S(=O)(=O)c3cccc4nsnc34)CC2)CC1	3%	0%	10%	-3%	-6%	2	-3%	-3.9
O=C(N/N=C/c1ccco1)c1cccc(NC(=O)c2cccc(Cl)c2)c1	-4%	?	-32%	1%	-1%	-27	-2%	-1.4
CC(O)C(NC(=O)OCc1ccccc1)C(=O)OCc1ccccc1 (centres undefined)	-12%	-9%	-9%	0%	-1%	3	0%	0.7
Cc1ccc(S(=O)(=O)N2CCC(n3nnc4cc(C)ccc43)CC2)cc1	2%	-1%	-6%	1%	-4%	/	1%	-9.2
CC(NC(=O)c1ccc(Cl)c(S(=O)(=O)NC2CC2)c1)c1ccco1 (centres undefined)	3%	2%	-5%	/	5%	3	5%	0.0
O=C(/C=C/Nc1cccc(C(F)(F)F)c1)c1ccco1	-12%	-5%	-14%	-4%	-9%	-3	-5%	0.7
Cc1cc(C(c2ccc(C)o2)c2ccc(C)o2)c(O)c([N+](=O)[O-])c1	-14%	4%	-13%	-1%	-3%	-10	-16%	2.0
CCOC(=O)C1CCCN(C(=O)CCCn2nnnc2CN2CCC(C)CC2)C1 (centres undefined)	-7%	-10%	2%	0%	-2%	8	-24%	-0.1
O=C(NCc1ccc(F)cc1)c1ccc(Br)o1	4%	-3%	-3%	0%	0%	-11	-17%	-1.4
CC(=O)Oc1ccc2occ(-c3ccccc3)c2c1	?	?	-12%	2%	-7%	3	-14%	2.9
COc1ccc([C@@H]2C[C@H]3[C@@H](CN2S(=O)(=O)c2ccccc2)C(=O)C[C@@H](c2ccccc2)N3S(=O)(=O)c2ccc(C)cc2)cc1	7%	32%[activator]	3%	/	-8%	-8	-7%	-3.6
Nc1c(N(CCC2=CCCCC2)C(=O)Cc2ccc(F)cc2)c(=O)[nH]c(=O)n1Cc1ccccc1	7%	-6%	-7%	-1%	-14%	-7	-2%	-0.2

In another format: results already given.
SMILES | EPAC2 antagonist | EPAC1 antagonist | WRN helicase inh | MmCpn inh | EPAC1 ag | PI5P4Ka inh | PLK1 PBD inh | CCT chaperon mod
O=C(NCc1ccc(F)cc1)c1ccc(Br)o1 | 4% | -3% | -3% | 0% | 0% | -11 | -17% | -1.4
Cc1ccc(S(=O)(=O)N2CCC(n3nnc4cc(C)ccc43)CC2)cc1 | 2% | -1% | -6% | 1% | -4% | / | 1% | -9.2
O=C(N/N=C/c1ccco1)c1cccc(NC(=O)c2cccc(Cl)c2)c1 | -4% | ? | -32% | 1% | -1% | -27 | -2% | -1.4

(further entries)
SMILES	EPAC2 antagonist	EPAC1 antagonist	WRN helicase inh	MmCpn inh	EPAC1 ag	PI5P4Ka inh	PLK1 PBD inh	CCT chaperon mod
CC1(C)Cc2c(sc(NC(=O)COc3ccc(Cl)cc3Cl)c2C(N)=O)C(C)(C)N1	27%	-29%	4%	0%	-15%	-1	-7%	-2.3
CC(=O)NCCC(=O)Nc1cc(S(=O)(=O)N2CCCCC2)ccc1N1CCN(C)CC1	0%	9%	9%	2%	1%	-3	-12%	-1.4
CCc1nnc(NC(=O)CSc2ncnc3c2oc2ccccc23)s1	-8%	7%	5%	-1%	-3%	-1	-7%	-2.8
CC(=O)N1CCN2C(=O)C1CCCC(=O)c1cc(C)ccc12 (centres undefined)	11%	8%	6%	-4%	2%	4	-1%	-6.5
CCN(CC)S(=O)(=O)c1cccc(-c2nnc(SCC(N)=O)n2CCc2ccccc2)c1	-4%	-6%	-2%	0%	3%	1	1%	-1.6
CCCCn1c(N)c(N(CCC(C)C)C(=O)c2ccc([N+](=O)[O-])o2)c(=O)[nH]c1=O	-3%	11%	-24%	0%	-1%	-6	-11%	2.7
CCc1nc(N2CCOCC2)c(C#N)c2c1CCCC2	4%	3%	-4%	-1%	5%	2	-4%	-1.0
Cc1ccc(NC(=O)C2CC(=O)N(Cc3ccco3)C2)cc1 (centres undefined)	-27%	-5%	-2%	3%	4%	2	6%	0.6
O=c1c2c3c(sc2nc2sc(CN4CCOCC4)cn12)CCCC3	-9%	-5%	-5%	-19%	0%	-1	-6%	-4.4
O=C(c1ccc(Br)cc1)C1CCc2occc2C1=O (centres undefined)	-3%	0%	-25%	-3%	12%	-3	-7%	0.7
CCC(C)(C)n1nnnc1C(CC(C)C)N1CCC(C(N)=O)CC1 (centres undefined)	14%	-2%	-13%	1%	1%	5	-8%	1.3
C[C@@H]1CCC[C@]2(O[C@H](CCO)C[C@@H](O)[C@@H]2O)O1	14%	-3%	2%	/	4%	-2	/	-1.7
COc1ccc(CC(=O)Nc2cc(S(C)(=O)=O)ccc2Cl)cc1S(=O)(=O)N1CCOCC1	0%	12%	-2%	/	14%	2	-3%	0.0
COc1cc2c(cc1OC)CN(Cc1cc(=O)oc3cc(C)c(Cl)cc13)CC2	-2%	-29%	5%	-13%	9%	-5	-6%	2.0
Cc1ccc(NC(=O)c2cc(-c3cccs3)on2)cc1	-3%	-9%	1%	-7%	4%	-1	-3%	-4.6
Cc1cc(NC(=O)CCC(=O)N(CC(=O)NC2CCCC2)c2ccc(F)c(Cl)c2)no1	-2%	-4%	-3%	-2%	-1%	-6	-11%	-2.2

Bioassay records deposited in PubChem BioAssay by National Center for Advancing Translational Sciences (NCATS).
